# Screens deposited in PubChem by National Center for Advancing Translational Sciences (NCATS).
# A549 tox – kills or reduces viability of A549 cells in Nrf2 counter-screen. A549 ARE-Fluc cells, CellTiter-Fluor viability, 18-24 h. Potency, µM (series often up to 46 µM), without a hit: top-dose activity change, negative = cytotoxicity, actives largely listed as inhibitors. 0.16% of 390,000 active; further: on the % scale 0 is the no-effect control and ±100 the full control effect
#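 A549 ARE-Fluc cells in 5% FBS OPTI-MEM, 5000 cells/well, rested 2 h then exposed to compounds in concentration-response for 18-24 h at 37 °C. Viability by CellTiter-Fluor fluorescence (Ex 405/Em 525) after 30 min; luciferase luminescence (BugLite, 15 min, RT) read afterwards.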
# ATXN2 expr inh – reduces ATXN2 reporter expression in HEK-293 cells; AID 1745845; 0.72% of 360,000 active; Potency, µM (series often up to 57 µM), for inactives: top-dose activity change, negative = inhibition, most hits filed as inhibitors; HEK-293 ATXN2-luciferase reporter, luminescence, 24 h; further: on the % scale 0 is the no-effect control and ±100 the full control effect; nearly all actives have a fitted effect of over 55% in size
#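 ATXN2-luciferase reporter cells (luciferase flanked by upstream and downstream ATXN2 gene portions) were treated 24 h at 37 °C with compounds at up to 57 uM. SteadyGlo luminescence gave expression; GF-AFC fluorescence gave viability.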
# HepG2 tox – counter-screen for TGF-b inhibitors: cytotoxicity in HepG2 cells; AID 588856; HepG2 CAGA-GFP viability, ATP luminescence, 18 h; 0.76% of 410,000 active; Potency, µM (series often up to 46.1 µM), inactives show top-dose activity change, negative = cytotoxicity, actives largely listed as cytotoxic; further: some results filed as inactive show a strong effect at the top dose
#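 CellTiter-Glo luminescence gave cytotoxicity after 18 hours at 37 degrees C. The cells were HepG2 CAGA-GFP in 1% FBS DMEM, stimulated with 500 pg/mL TGF-beta after compound addition. %Activity was normalised to no-cell wells (complete cell-killing) and DMSO (no toxicity), and curves were fitted and classified.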
# EPAC2 antagonist – antagonists of human EPAC2; EPAC2 GEF exchange of Rap1B-BODIPY-GDP, fluorescence; Potency, µM (doses to about 114 µM), without a hit: top-dose activity, negative = inhibition, hits mostly inhibitors; 0.18% of 360,000 active; further: on the % scale 0 is the no-effect control and ±100 the full control effect; nearly all actives have a fitted effect of over 45% in size; many of its hits are not listed in these tables
# Target sequence (Q8WZA2 whole entry, looked up): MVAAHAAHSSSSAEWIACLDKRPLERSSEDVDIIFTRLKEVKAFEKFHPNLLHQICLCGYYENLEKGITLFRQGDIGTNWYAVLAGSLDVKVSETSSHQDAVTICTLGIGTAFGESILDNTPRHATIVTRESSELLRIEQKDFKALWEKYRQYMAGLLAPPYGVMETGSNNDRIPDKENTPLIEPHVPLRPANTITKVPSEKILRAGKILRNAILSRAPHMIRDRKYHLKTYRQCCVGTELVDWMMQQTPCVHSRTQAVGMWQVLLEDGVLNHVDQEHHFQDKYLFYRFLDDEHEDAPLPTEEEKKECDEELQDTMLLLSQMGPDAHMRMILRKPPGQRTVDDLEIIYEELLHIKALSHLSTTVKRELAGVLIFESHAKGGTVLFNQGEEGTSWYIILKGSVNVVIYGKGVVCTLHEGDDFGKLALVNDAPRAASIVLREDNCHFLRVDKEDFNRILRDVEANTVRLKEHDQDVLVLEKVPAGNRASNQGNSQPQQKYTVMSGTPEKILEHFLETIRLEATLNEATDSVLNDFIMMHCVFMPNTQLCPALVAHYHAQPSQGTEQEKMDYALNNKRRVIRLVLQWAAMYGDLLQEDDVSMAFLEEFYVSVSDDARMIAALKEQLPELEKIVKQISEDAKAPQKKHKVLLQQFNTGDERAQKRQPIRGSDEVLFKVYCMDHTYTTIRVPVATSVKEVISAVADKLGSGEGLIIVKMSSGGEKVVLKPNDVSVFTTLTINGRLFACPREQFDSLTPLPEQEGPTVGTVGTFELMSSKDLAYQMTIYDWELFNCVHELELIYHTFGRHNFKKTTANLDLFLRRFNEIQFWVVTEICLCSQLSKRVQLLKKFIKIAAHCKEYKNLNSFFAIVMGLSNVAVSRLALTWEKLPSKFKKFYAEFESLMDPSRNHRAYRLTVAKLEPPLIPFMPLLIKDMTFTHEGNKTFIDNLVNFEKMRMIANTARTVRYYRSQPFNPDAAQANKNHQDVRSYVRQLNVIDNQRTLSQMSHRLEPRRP
# MCF10A rerep – inducers of DNA re-replication in MCF 10A breast cells. MCF 10A DNA re-replication, Hoechst nuclear intensity, 48 h. Potency, µM (top dose mostly 46.1 µM), for the others: at the highest dose activity, positive = re-replication, hits mostly activators. 2.9% of 350,000 active. AID 624296; further: % of control where 0% means no effect; nearly all actives have a fitted effect of over 50% in size
# S2 tox – viability counter-screen for ATXN expression inhibitors | S2 cells (HEK-293 line with an ATXN2-luciferase reporter) viability, CellTiter-Fluor protease fluorescence, 24 h | Potency, µM (top dose mostly 56.7 µM), hits mostly cytotoxic | 0.49% of 400,000 active; further: nearly all actives have a fitted effect of over 40% in size
# Nrf2 block – Nrf2 pathway inhibition | A549 ARE-Fluc reporter, luciferase luminescence, 18-24 h | Potency, µM (top dose mostly 46 µM), for inactives: top-dose activity change, negative = inhibition, hits mostly inhibitors | 2.1% of 360,000 active | AID 504444; further: on the % scale 0 is the no-effect control and ±100 the full control effect; nearly all actives have a fitted effect of over 60% in size
#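 Concentration-response testing used A549 ARE_Fluc cells at 5000 cells/well. Following an 18-24 h compound incubation, viability was read by fluorescence (Ex 405/Em 525) and luciferase output by luminescence.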
# TGFb inhibitor – inhibitors of TGF-b signaling; HepG2 CAGA-GFP TGF-b/SMAD3 reporter, GFP fluorescence, 18 h; TGF-beta stimulated, 500 pg/mL final; Potency, µM (titrated, usually from 46.1 µM), for inactives: top-dose activity, negative = inhibition, hits mostly inhibitors; 1.2% of 410,000 active; AID 588855; further: on the % scale 0 is the no-effect control and ±100 the full control effect; nearly all actives have a fitted effect of over 65% in size
#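 Smad-responsive CAGA-GFP expression was quantified in HEPG2 cells exposed to compounds and 500 pg/mL final TGF-beta for 18 h at 37 degrees C; unstimulated wells defined full inhibition.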
# Nrf2 activator – activates Nrf2 signaling; AREc32 ARE-luciferase reporter (MCF7-derived line), luminescence, 24 h; Potency, µM (doses to about 46.1 µM), for inactives: at the highest dose activation, actives largely listed as activators; 0.31% of 410,000 active; AID 624171; further: % of control where 0% means no effect; nearly all actives have a fitted effect of over 65% in size
#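 Reporter line AREc32 (ARE-Fluc), seeded overnight in OPTI-MEM with 5% FBS; compound pin-transferred, 24 hr at 37 deg C, 5% CO2; luminescent read-out.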
# * = called active by the depositor; i = inactive; ? = inconclusive; nt = no result given; [ ] = remark or other dose. The call rests on the fitted dose curve; in most records, active means well fitted curve in the direction sought with a large enough effect; inconclusive means small, poorly fitted or top-dose-only effect, or another doubt; inactive means no such curve, though single readings can be large; an effect the other way counts as inactive or inconclusive. Potency means the concentration at half of the fitted maximal effect. An excerpt. The share of hits here may be higher or lower than overall.
# Keys – A = A549 tox; B = ATXN2 expr inh; C = HepG2 tox; D = EPAC2 antagonist; E = MCF10A rerep; F = S2 tox; G = Nrf2 block; H = TGFb inhibitor; I = Nrf2 activator
> N[C@@H](Cc1ccccc1)C(=O)N1CCC(C(=O)N[C@@H](CCC(=O)O)C(=O)O)CC1
  A = ?; B = nt; C = -11%; D = -2%; E = -3%; F = i; G = -7%; H = -8%; I = 0.2%
> COC(=O)COc1ccc(S(=O)(=O)Nc2ccccc2SC)cc1
  A = -7%; B = 3%; C = -22%; D = -2%; E = 5%; F = i; G = -13%; H = -19%; I = -0.4%
> O=Cc1cn(Cc2ccccc2)nc1-c1cccnc1
  A = 1%; B = -6%; C = 0%; D = -4%; E = -1%; F = i; G = ?; H = 0%; I = 0.8%
> Cc1ccc(NC(=O)CCn2c(=O)[nH]c3ccsc3c2=O)cc1F
  A = -8%; B = -32%; C = 8%; D = 1%; E = 20%; F = i; G = -17%; H = 1%; I = 0.5%
> O=S(=O)(c1cccs1)N1CCN(c2ccnc3cc(Cl)ccc23)CC1
  A = ?; B = ?; C = -15%; D = -29%; E = ?; F = i; G = ?; H = ?; I = 0.1%
> CC1CC(C)CN(C(=O)C(Cc2ccccc2)n2cccc2)C1 (configuration not stated)
  A = -4%; B = 11%; C = -1%; D = -13%; E = 5%; F = i; G = 12%; H = 2%; I = -0.3%
> O=C(Cn1c(-c2ccccc2)noc1=O)N1CCC(Cc2ccccc2)CC1
  A = -1%; B = -14%; C = -16%; D = -9%; E = 1%; F = i; G = -7%; H = -2%; I = -0.4%
> O=c1[nH][nH]c2c1C(c1ccc(Cl)c(Cl)c1)OC(CCc1ccccc1)C2 (configuration not stated)
  A = nt; B = 18%; C = nt; D = -21%; E = nt; F = i; G = nt; H = nt; I = 3.3%
> CCOC(=O)c1nnn(-c2nonc2-n2cccc2)c1CCl
  A = -4%; B = -26%; C = -20%; D = 6%[57.1 µM]; E = ?; F = i; G = -11%; H = ?; I = ?
> COc1ccc(OCC2c3cc(OC)c(OC)cc3CCN2C(=O)c2c(F)cccc2F)cc1 (configuration not stated)
  A = 13%; B = -7%; C = -33%; D = nt; E = nt; F = i; G = nt; H = -9%; I = 3.6%
> COc1ccc(N(CC(=O)NCCSCc2ccc(Cl)cc2)S(C)(=O)=O)cc1Cl
  A = -10%; B = nt; C = -13%; D = -18%; E = 16%; F = i; G = ?; H = -22%; I = 5.4%
> O=C(NCCCN1CCOCC1)c1onc(CSc2ccncc2)c1C(=O)NCCCN1CCOCC1
  A = 1%; B = 7%; C = -8%; D = -2%; E = -4%; F = i; G = -4%; H = -5%; I = 0.3%
> CCCCc1cc(=O)oc2cc(C)cc(OCC(=O)N3CCC(C(=O)O)(c4ccccc4)CC3)c12
  A = -3%; B = 1%; C = -26%; D = -25%; E = 8%; F = i; G = -23%; H = -7%; I = 0.0%
> Cc1ccc2nc(-c3ccc(NS(=O)(=O)c4ccccc4)cc3)sc2c1
  A = -6%; B = 13%; C = -63%; D = -6%; E = ?; F = i; G = ?; H = ?; I = 3.9%
> COc1cccc(C(=O)Nc2cccc(C(=O)OCc3cc(=O)n4c5c(sc4n3)CCCC5)c2)c1
  A = 2%; B = nt; C = 0%; D = nt; E = nt; F = nt; G = nt; H = 8%; I = -0.3%

# The results go on:
# Keys – A = A549 tox; B = ATXN2 expr inh; C = HepG2 tox; D = EPAC2 antagonist; E = MCF10A rerep; F = S2 tox; G = Nrf2 block; H = TGFb inhibitor; I = Nrf2 activator
> CCOc1ccc(NC(=O)COc2ccc(C(=O)NCC3CCCO3)cc2OC)cc1 (configuration not stated)
  A = -3%; B = -1%; C = -3%; D = -1%; E = 2%; F = ?; G = -18%; H = -17%; I = -0.5%
> O=C(CCc1ccc(S(=O)(=O)N2CCOCC2)cc1)Nc1ccc(N2CCOCC2)cc1
  A = 0%; B = 0%; C = 7%; D = -3%; E = -2%; F = i; G = ?; H = -7%; I = -0.8%
> Cc1ccc2nsnc2c1S(=O)(=O)NCc1ccncc1
  A = -14%; B = -17%; C = -16%; D = -4%; E = 3%; F = i; G = ?; H = -8%; I = 2.4%
> O=c1c2ccccc2n(Cc2cccc(F)c2)c(=O)n1C1CCCC1
  A = 5%; B = -4%; C = -5%; D = -8%; E = ?; F = i; G = -2%; H = -26%; I = 0.2%
> CCN(c1ccccc1)S(=O)(=O)c1ccc(Cl)c(NC(=O)COC(=O)C2CC2C)c1 (configuration not stated)
  A = -1%; B = 10%; C = 0%; D = -19%; E = -2%; F = i; G = 4%; H = -2%; I = 3.2%
> CC(C)C1CCN(C(=O)C2CCC(=O)N(C3CCCCCC3)C2)CC1 (configuration not stated)
  A = nt; B = nt; C = -25%; D = 3%; E = nt; F = i; G = nt; H = ?; I = 5.2%
> COC(=O)CCC/C=C1/SCC(NC(=O)c2ccccc2)C1O (configuration not stated)
  A = -6%; B = 3%; C = -5%; D = 0%; E = 11%; F = i; G = 8%; H = 10%; I = 0.0%
> COc1cccc(C(=O)COC(=O)C2CC3CCCC(C2)C3=O)c1 (configuration not stated)
  A = -3%; B = 4%; C = -2%; D = -3%; E = 1%; F = i; G = -3%; H = 0%; I = -0.9%
> O=C(CSc1ncnc2scc(-c3ccccc3)c12)N1CCN(Cc2ccc3c(c2)OCO3)CC1
  A = -11%; B = -25%; C = -29%; D = 6%; E = ?; F = i; G = ?; H = -8%; I = 0.5%
> COCCN(C(=O)CCC(=O)Nc1ccccn1)C(C(=O)NC(C)C)c1ccc(C)cc1 (configuration not stated)
  A = -8%; B = -2%; C = -2%; D = 4%; E = -12%; F = i; G = -11%; H = -2%; I = -0.5%
> Cc1cc(C)c(NC(=O)CN(C)S(=O)(=O)c2ccc3c(c2)CCC(=O)N3)c(C)c1
  A = -6%; B = 9%; C = 1%; D = nt; E = nt; F = i; G = 6%; H = ?; I = -0.5%
> CCCCN(C(=S)Nc1ccccc1)C1CCS(=O)(=O)C1 (configuration not stated)
  A = 0%; B = 4%; C = 1%; D = -2%; E = ?; F = i; G = 8%; H = -2%; I = 1.5%
> COc1ccc(S(=O)(=O)NCCc2sc(-c3cccnc3)nc2C)cc1
  A = -12%; B = 7%; C = -2%; D = nt; E = nt; F = i; G = nt; H = 12%; I = -0.8%
> CCc1ccc(CNC(=O)CCc2nnc(CCc3ccc(OC)cc3)o2)nc1
  A = 1%; B = nt; C = -15%; D = -1%; E = -3%; F = i; G = 2%; H = -26%; I = -0.7%
> COc1cccc(-c2nnc(SCC(=O)NC3CCS(=O)(=O)C3)n2C)c1 (configuration not stated)
  A = -1%; B = -2%; C = -4%; D = 4%; E = -5%; F = ?; G = 9%; H = 1%; I = -1.0%

# Later entries.
# Keys – A = A549 tox; B = ATXN2 expr inh; C = HepG2 tox; D = EPAC2 antagonist; E = MCF10A rerep; F = S2 tox; G = Nrf2 block; H = TGFb inhibitor; I = Nrf2 activator
> O=C(CN1CCCCC1CO)c1ccc(OC(F)F)cc1 (configuration not stated)
  A = 3%; B = -28%; C = -20%; D = 0%; E = -8%; F = i; G = 9%; H = -11%; I = 0.4%
> CCOc1ccc2nc(NS(C)(=O)=O)sc2c1
  A = 6%; B = 14%; C = 7%; D = 7%; E = 0%; F = i; G = 17%; H = -3%; I = 5.3%
> COn1c(=O)c(=O)n(OC)c2ccccc21
  A = 3%; B = -10%; C = 5%; D = -1%; E = -5%; F = i; G = -35%; H = -1%; I = -0.2%
> COc1ccccc1/C=C/c1nc(S(=O)(=O)c2ccccc2)c(NCCN(C)C)o1
  A = ?; B = -8%; C = -5%; D = -1%; E = 19%; F = i; G = 0%; H = 3%; I = 4.4%
> C#CCOCCOCCOCCNc1nc(N2CCN(C(=O)[C@H]([C@@H](C)CC)n3cc([C@@H](N)CC(C)C)nn3)CC2)nc(N2CCN(C(=O)[C@H](CCCCN)n3cc([C@@H](N)C(C)CC)nn3)CC2)n1 (some centres not stated)
  A = -2%; B = 4%; C = -1%; D = 5%; E = -2%; F = i; G = 13%; H = 5%; I = -0.1%
> CC1(C)Cc2nc(-c3ccccc3)nc(SCC(=O)N3CCOCC3)c2CO1
  A = 5%; B = -2%; C = 12%; D = 1%; E = -1%; F = i; G = 16%; H = 4%; I = -0.2%
> COc1ccc(NC(=O)CS(=O)(=O)c2cn(CC(=O)N(C(C)C)C(C)C)c3ccccc23)c(OC)c1
  A = -1%; B = -1%; C = -24%; D = 1%; E = 1%; F = i; G = 3%; H = 11%; I = -0.4%
> O=C(NCc1cccs1)c1noc2c1CCCCC2
  A = -3%; B = 37%; C = -6%; D = -6%; E = 6%; F = i; G = ?; H = 27%; I = 1.7%
> COc1cccc(C2Nc3ccccc3C(=O)N2O)c1O (configuration not stated)
  A = -5%; B = 2%; C = -1%; D = -2%; E = 0%; F = i; G = -15%; H = -24%; I = 3.1%
> CCOC(=O)C1(Cc2ccccc2C(F)(F)F)CCN(Cc2ccon2)CC1
  A = -3%; B = -16%; C = -9%; D = -15%; E = 12%; F = ?; G = 4%; H = -12%; I = 0.0%
> COc1ccc(Nc2c(-c3ccc(OC)cc3)nc3cnccn23)cc1
  A = 6%; B = nt; C = -6%; D = -7%; E = 19%; F = i; G = -18%; H = ?; I = 0.1%
> CN(C)S(=O)(=O)c1ccc(Cl)c(C(=O)Nc2nc3ccccc3[nH]2)c1
  A = 3%; B = 15%; C = -11%; D = -17%; E = 0%; F = i; G = ?; H = -16%; I = 5.2%
> Fc1cccc2sc(N3CCCC3)nc12
  A = -4%; B = 13%; C = -17%; D = 3%; E = 2%; F = ?; G = ?; H = ?; I = 3.5%
> CCOC(=O)Cc1csc(NC(=O)CN(C)S(=O)(=O)c2cccc3cccnc23)n1
  A = 8%; B = -10%; C = -2%; D = 6%; E = 7%; F = i; G = -15%; H = -2%; I = 0.4%

# Compound profiles, as listed above. Screens in order: A549 tox, ATXN2 expr inh, HepG2 tox, EPAC2 antagonist, MCF10A rerep, S2 tox, Nrf2 block, TGFb inhibitor, Nrf2 activator
# Entry for CC1(C)Cc2nc(-c3ccccc3)nc(SCC(=O)N3CCOCC3)c2CO1 → 5%, -2%, 12%, 1%, -1%, i, 16%, 4%, -0.2%
# Entry for O=C(CN1CCCCC1CO)c1ccc(OC(F)F)cc1 (configuration not stated) → 3%, -28%, -20%, 0%, -8%, i, 9%, -11%, 0.4%
